rTrxR1 inhibitor – blocks rat thioredoxin reductase 1; O89049; recombinant rTrxR1, NADPH fluorescence consumption, selenite substrate; Potency, µM (series often up to 114 µM), for inactives: at the highest dose activity change, negative = inhibition, usual class: inhibitors; 390,000 compounds, 1% hits; note: % is set by controls: 0 for no effect and ±100 for the full control effect; nearly all actives have a fitted effect of over 65% in size
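Rat TrxR1 (90 nM in the dispensed reagent) was pre-reduced with 400 uM NADPH for 5 min at room temperature, then incubated with compound for 15 min. After 400 uM selenite was added, NADPH fluorescence (Ex 340/Em 450 nm) was followed for 8 min.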
RGS4 inhibitor – inhibitors of human regulator of G protein signaling 4; Transcreener GDP fluorescence polarization, RGS4-accelerated GTP hydrolysis; Potency, µM (top dose mostly 114 µM), for inactives: top-dose activity change, negative = inhibition, hits mostly inhibitors; 390,000 compounds, 0.039% hits; note: % is set by controls: 0 for no effect and ±100 for the full control effect; nearly all actives have a fitted effect of over 75% in size; some results filed as inactive show a strong effect at the top dose
Target sequence (P49798 whole entry, looked up): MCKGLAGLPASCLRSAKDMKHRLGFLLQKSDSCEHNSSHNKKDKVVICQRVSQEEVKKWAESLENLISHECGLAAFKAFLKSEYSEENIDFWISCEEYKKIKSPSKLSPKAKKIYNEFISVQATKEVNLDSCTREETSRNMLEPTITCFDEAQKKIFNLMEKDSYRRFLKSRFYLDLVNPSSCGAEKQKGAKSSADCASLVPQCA
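MLSMR compounds (23 nl, pin-transferred) preincubated 10 min at room temperature with a 500nM (2x) first reagent, then RGS4 at 900nM (2x) plus Transcreener GDP mix added; fluorescence polarization (620/688 nm) read before and after 90 min at 30 °C.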
ALOX12 inh – blocks human arachidonate 12S-lipoxygenase | purified 12hLO, xylenol orange hydroperoxide absorbance | Potency, µM (top dose mostly 108 µM), without a hit: at the top dose activity change, negative = inhibition, most hits filed as inhibitors | 580,000 compounds, 1.1% hits | AID 1671190; note: % is set by controls: 0 for no effect and ±100 for the full control effect
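Purified human 12hLO (150 nM final) in 25 mM Hepes, 0.01% Triton X-100, pH 7.0 was preincubated 15 min at room temperature with compound. Then 40 uM arachidonic acid was added, 30 min. Hydroperoxide was read by Fe-XO absorbance ratio 573/405 nm.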
HP1b chromo inh – HP1-beta chromodomain-methylated histone interaction inhibition. Potency, µM (titrated, usually from 114 µM), for inactives: at the highest dose activity change, negative = inhibition, hits mostly inhibitors. AlphaScreen HP1-beta / biotin-H3K9me3 peptide binding. 390,000 compounds, 0.56% hits; note: nearly all actives have a fitted effect of over 70% in size; inactives centre near 23
Target sequence (P83916 whole entry, looked up): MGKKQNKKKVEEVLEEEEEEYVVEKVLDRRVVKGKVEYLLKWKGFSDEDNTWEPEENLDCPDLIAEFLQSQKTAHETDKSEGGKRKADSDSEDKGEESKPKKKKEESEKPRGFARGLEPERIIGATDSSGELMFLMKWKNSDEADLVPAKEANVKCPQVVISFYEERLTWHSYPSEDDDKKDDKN
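HP1-beta protein (50 nM final) preincubated 30 min at room temperature with biotinylated H3(1-18)K9me3 peptide (50 nM) in PBS pH 7.4, 0.01% Tween-20, then compound added for 30 min. AlphaScreen streptavidin donor/nickel chelate acceptor beads (10 ug/mL final), 30 min dark, luminescence read.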
Tb PGK inh – inhibitors of T. brucei phosphoglycerate kinase; P07378; PGK/GAPDH coupled, Kinase-Glo luminescence, 60 min; AID 602233; 380,000 compounds, 0.043% hits; Potency, µM (titrated, usually from 57.5 µM), for the others: top-dose activity change, negative = inhibition, actives largely listed as inhibitors; note: % is set by controls: 0 for no effect and ±100 for the full control effect; nearly all actives have a fitted effect of over 60% in size
Target sequence (P07378 whole entry, looked up): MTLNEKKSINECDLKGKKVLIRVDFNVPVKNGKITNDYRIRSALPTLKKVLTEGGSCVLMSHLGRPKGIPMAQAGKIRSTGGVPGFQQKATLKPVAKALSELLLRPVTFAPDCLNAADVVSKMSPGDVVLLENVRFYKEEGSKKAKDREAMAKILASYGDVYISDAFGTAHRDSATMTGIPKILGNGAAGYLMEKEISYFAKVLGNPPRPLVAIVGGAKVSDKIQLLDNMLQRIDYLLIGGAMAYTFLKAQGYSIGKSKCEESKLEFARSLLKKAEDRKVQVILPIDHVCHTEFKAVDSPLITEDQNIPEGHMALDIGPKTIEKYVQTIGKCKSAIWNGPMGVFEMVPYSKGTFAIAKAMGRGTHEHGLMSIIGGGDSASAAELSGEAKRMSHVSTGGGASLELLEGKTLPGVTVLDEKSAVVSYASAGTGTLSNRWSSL
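Luminescent ATP detection (Kinase-Glo Plus) follows a 60-minute room-temperature incubation, with wells lacking PGK as controls. Buffer: 100 mM TEA (pH 7.6), 5 mM MgCl2, 0.01% Tween-20. Coupling enzyme GAPDH (100 nM final) supplies unstable 1,3-BPG in-well.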
GLS inh – glutaminase GLS (human) inhibition. Potency, µM (doses to about 45.5 µM), without a hit: at the highest dose activity change, negative = inhibition, hits mostly inhibitors. GLS enzymatic activity, qHTS titration. 410,000 compounds, 0.21% hits. O94925; note: % is set by controls: 0 for no effect and ±100 for the full control effect
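Coupled fluorescence readout: glutamate oxidase/HRP/Amplex Red detect glutamate formed by hKGA from L-glutamine (1 mM solution added). Buffer 45 mM KH2PO4 pH 8.2, 0.02% Tween-20; reads at t0 and 30 min RT.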
Pin1 inhibitor – human Pin1 inhibition | Q13526 | Pin1 FP peptide displacement, HiFluor488, 10 min | Potency, µM (series often up to 115 µM), for the others: at the highest dose activity, negative = inhibition, hits mostly inhibitors | 390,000 compounds, 0.009% hits | AID 504891; active = well fitted inhibition curve with a large enough effect in the polarisation, with a control signal flat, not every such curve was filed as active; inconclusive = small, poorly fitted or top-dose-only effect, or effect the other way, or a change in a side signal; inactive = no such curve, though single readings can be large or run the other way; the % refers to the polarisation; note: % is set by controls: 0 for no effect and ±100 for the full control effect
Target sequence (Q13526 whole entry, looked up): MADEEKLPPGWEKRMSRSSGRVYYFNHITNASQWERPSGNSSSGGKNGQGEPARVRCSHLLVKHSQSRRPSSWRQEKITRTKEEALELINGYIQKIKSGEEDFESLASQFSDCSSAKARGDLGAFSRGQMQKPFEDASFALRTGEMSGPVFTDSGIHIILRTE
JMJD2A Tudor inh – blocks the human JMJD2A Tudor domain | O75164 | AlphaScreen JMJD2A-Tudor / H3K4me3 peptide binding | Potency, µM (series often up to 114 µM), inactives show at the top dose activity change, negative = inhibition, actives largely listed as inhibitors | 390,000 compounds, 4.4% hits | AID 504339; note: % is set by controls: 0 for no effect and ±100 for the full control effect; nearly all actives have a fitted effect of over 50% in size
ERG-DNA inh – inhibitors of human ERG Ets domain-DNA interaction; fluorescence polarization, His-ERG Ets domain / labelled DNA; Potency, µM (highest dose often 76.9 µM), for inactives: at the top dose FP activity, negative = inhibition, most hits filed as inhibitors; 370,000 compounds, 0.028% hits; AID 624246; active = well fitted inhibition curve with a large enough effect in the polarisation, with a control signal flat; inconclusive = small, poorly fitted or top-dose-only effect, or effect the other way, or a change in a side signal; inactive = no such curve, though single readings can be large or run the other way; the % refers to the polarisation;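 note: polarization taken with two DNA probes labelled with fluorescein and Texas red; % of control where 0% means no effect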
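His-tagged ERG Ets domain (1 uM in the protein solution; 300mM KCl, 50mM Tris-HCl, 1mM EDTA, 1mM DTT, pH 7.5) received compound, then a probe mix of 5 nM fluorescein-DNA and 100nM Texas-615-DNA. Fluorescence polarization was read for both dyes.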
* = called active by the depositor; i = inactive; ? = inconclusive; nt = no result given; & = joins results of further samples; [ ] = remark or other dose. Unless noted, calls come from the whole dose curve; as a rule, active = well fitted curve in the direction sought with a large enough effect; inconclusive = small, poorly fitted or top-dose-only effect, or another doubt; inactive = no such curve, though single readings can be large; an effect the other way counts as inactive or inconclusive. Potency is the fitted concentration of half-maximal effect.

1: Cc1ccccc1OCC(=O)O/N=C(\N)Cc1ccc(Cl)cc1
2: CC(C)(C)C(O)C(Cc1ccccc1Cl)n1cncn1 (stereo not given)
3: O=C(Nc1cccc(C(=O)NC2CCCCC2)c1)c1ccccc1
4: COc1ccc(NC(=O)C(c2ccc(Cl)cc2)C(C)C)cn1 (stereo not given)
5: Cn1cc(CNC(=O)C2CCC(=O)N(Cc3ccc(Cl)cc3)C2)cn1 (stereo not given)
6: Cc1ccc2c(c1)C(=O)CC1(CCCC1)O2
7: CCn1cc(-c2cc(C(=O)O)on2)c(C)n1
8: CCN(CC)C(=O)c1ccc2c(c1)nnn2C
9: O=C(Oc1ccccc1)N(c1ccccc1)c1ccccc1
10: COCCN(Cc1cc2cc(C)c(C)cc2nc1Cl)C(=O)Nc1ccccc1

entry no.,1,2,3,4,5,6,7,8,9,10
rTrxR1 inhibitor,23%,-3%,10%,18%,-7%,14%[57.1 µM],-4%[57.1 µM],13%,19%,19%[57.1 µM]
RGS4 inhibitor,-2%,21%,-5%,-15%,9%,4%,7%,28%,-5%,10%
ALOX12 inh,184%[activator],0%,-2%,nt,0%,-28%,-6%,14%,?,-17%
HP1b chromo inh,265%[activator],27%,17%,30%,50%[activator],31%,33%,20%,-17%,3%
Tb PGK inh,6%,5%,-4%,-1%,-1%,-12%,8%,-1%,-1%,i
GLS inh,13%,2%,1%,2%,-4%,2%,0%,2%,1%,3%
Pin1 inhibitor,-2%,-18%,7%,?,-10%,30%[activator],-4%,-8%,-1%,?
JMJD2A Tudor inh,217%[activator],-5%,-1%,-13%,1%,0%,-19%,11%,-17%,-19%
ERG-DNA inh,-9%,-5%,5%,9%,1%,13%,-1%,4%,-11%,-5%

11: CCOc1ccccc1N(CC(=O)NC1CCCC1)C(=O)CCC(=O)Nc1cc(C)on1
12: COc1ccc(OCc2cc(C(=O)N(C)Cc3cc(C4CC4)n[nH]3)no2)c(Cl)c1
13: COC(=O)c1sc(NC(=O)C(C)C)c(C(=O)OC)c1C
14: COc1cc(CCC(=O)OCC(=O)Nc2cc(S(=O)(=O)N3CCOCC3)ccc2Cl)cc(OC)c1OC
15: O=C(CCC(=O)Nc1ccc(F)cc1)N/N=C/c1c[nH]c2ccccc12
16: C/C(=N\NC(=O)c1c(Br)c(C)nn1C)c1ccc(NC(=O)c2ccoc2C)cc1
17: COc1cc(NC(=O)c2ccc(F)cc2)c(OC)cc1NC(=O)CN1CCCCC1
18: CC(=O)Oc1ccc(OC(C)=O)c(SCCCCCCl)c1
19: CC(=O)c1c(C)[nH]c(C(=O)Nc2ccc(C)c(S(=O)(=O)Nc3ccc(C)cc3C)c2)c1C
20: Cc1cccc(NC(=O)C(=O)NCc2ccc3c(c2)OCO3)c1C

entry no.,11,12,13,14,15,16,17,18,19,20
rTrxR1 inhibitor,?,11%,-1%,20%,-17%,11%[57.1 µM],-1%[57.1 µM],29%[57.1 µM],0%,19%[57.1 µM]
RGS4 inhibitor,-16%,-15%,-15%,-19%,3%,1%,-1%,-37%,23%[11.4 µM],8%
ALOX12 inh,39%[activator],-24%,42%[activator],9%,-9%,-12%,48%[activator],-1%,-12%,?
HP1b chromo inh,9%,15%[57 µM],46%,16%,20%,18%,16%,116%[activator],21%,0%
Tb PGK inh,-3%,i,-9%,-3%,-12%,i,7%,-9%,2%,-1%
GLS inh,9%,1%,-6%,8%,1%,-10%,2%,7%,-1%,4%
Pin1 inhibitor,-7%,2%,0%,0%,-8%,?,3%,25%,19%,-16%
JMJD2A Tudor inh,-2%,-11%,21%,-5%,-23%,-17%,-19%,92%[activator],-7%[11.4 µM],-15%
ERG-DNA inh,-1%,5%,-4%,14%,-5%,-2%,3%,10%,5%,-6%

21: Cc1ccc2oc(=O)cc(CN3CCOCC3)c2c1
22: COC(=O)c1ccc(CNS(=O)(=O)c2ccc3ccccc3c2)cc1
23: O=C(Nc1ccc([N+](=O)[O-])cc1)c1cccc(S(=O)(=O)Nc2ccccn2)c1
24: Cc1ccnc(NC(c2ccccc2O)c2oc(CO)cc(=O)c2O)c1 (stereo not given)
25: Cc1cccc(Oc2cc(NC(=O)c3ccccc3)cc([N+](=O)[O-])c2)c1
26: COc1ccccc1NC(=O)c1sc2ncn(CC(=O)N3CCC(C)CC3)c(=O)c2c1C
27: CCOc1ccc(S(=O)(=O)N2CCCCC2)cc1NC(=O)CN1CCCC1c1cccs1 (stereo not given)
28: COc1ccc(S(=O)(=O)O/N=C2\CCCc3ccccc32)cc1
29: O=C(CCS(=O)(=O)c1ccccc1)Nc1ccccc1F
30: CC1(C)CC(=O)c2sc(N3CCCCC3)nc2C1

entry no.,21,22,23,24,25,26,27,28,29,30
rTrxR1 inhibitor,10%[57.1 µM],11%[57.1 µM],-5%[57.1 µM],?,1%[57.1 µM],2%,12%,8%,-8%,-23%
RGS4 inhibitor,-31%,-42%,11%,-19%,-9%,20%,-9%,0%,11%[11.4 µM],17%
ALOX12 inh,1%&8%,2%,4%,?,25%,1%,1%,?,-1%,7%
HP1b chromo inh,41%[activator],43%,38%[activator],1%,6%,28%,20%,88%[activator],-4%,26%
Tb PGK inh,i,-3%,7%,nt,9%,2%,-1%,-8%,5%,-5%
GLS inh,1%,8%,2%,3%,-2%,3%,-5%,-7%,9%,2%
Pin1 inhibitor,2%,0%,-1%,5%,-5%,-4%,14%,-10%,-5%,-4%
JMJD2A Tudor inh,3%,6%,-7%,-17%,-35%,7%,-8%,33%,-20%,-3%
ERG-DNA inh,2%,-3%,8%,11%,-6%,8%,14%,3%,-11%,6%

31: COc1cccc(N2CCN(c3c4c(nc5nncn35)CCC4)CC2)c1
32: CCOCCOC(=O)C1=C(C)N(C)C(=O)NC1c1ccccc1Cl (stereo not given)
33: COc1ccc(CNC(=O)C(c2ccncc2)N(C(=O)Cc2cccs2)c2ccccc2)cc1 (stereo not given)
34: COc1ccc(-n2nc(C(=O)Nc3ccc(C)cn3)c3c4ccccc4n(C)c3c2=O)cc1
35: CN(Cc1ccc(C(F)(F)F)cc1)C(=O)c1ccc(Oc2ccccc2)cc1
36: Cc1ccc(S(=O)(=O)NCCSc2nnnn2-c2cc(C)ccc2C)cc1
37: CCN(C(=O)CSc1nc2nc(C)cc(C)n2n1)c1cccc(C)c1
38: c1ccc2nc3c(nc2c1)[nH]c1ccccc13
39: COc1ccc(COC(=O)C2=C(C)NC(=O)NC2c2ccc(O)cc2)cc1 (stereo not given)
40: Cn1nnnc1SCC(=O)Nc1ccccn1

entry no.,31,32,33,34,35,36,37,38,39,40
rTrxR1 inhibitor,-5%,4%,9%[57.1 µM],17%,17%,5%[57.1 µM],2%,-7%,-6%,3%
RGS4 inhibitor,-14%,-44%,10%,5%,-29%,-4%,7%,14%,6%,5%
ALOX12 inh,-11%,-4%,18%,-17%,7%,0%[57.4 µM],-16%,7%,?,29%
HP1b chromo inh,-2%,18%,0%,-1%,96%[activator],42%,7%,24%,29%,6%
Tb PGK inh,nt,-5%,-3%,nt,-7%,-6%,7%,6%,-2%,5%
GLS inh,1%,1%,0%,0%,-4%,13%,-2%,3%,9%,6%
Pin1 inhibitor,-7%,0%,-1%,2%,-4%,13%,0%,1%,-2%,3%
JMJD2A Tudor inh,-30%,15%,-12%,-16%,64%[activator],-8%,-2%,-18%,-20%,-6%
ERG-DNA inh,-5%,-4%,-2%,2%,-11%,-1%,-1%,-2%,-5%,3%

41: CC(=O)N1N=C(c2ccc(C)cc2)CC1c1ccc2c(c1)OCO2 (stereo not given)
42: Cc1[nH]c2ccccc2c1/C=C(\C#N)C(=O)NC(C)c1ccccc1 (stereo not given)
43: Cc1cccc(Cn2c(C)c(CNC3CCCCCC3)c(C(=O)O)c2C)c1
44: O=C(CCCCCn1c(=O)[nH]c2ccsc2c1=O)NCc1cccs1

entry no.,41,42,43,44
rTrxR1 inhibitor,8%[57.1 µM],23%,10%,12%
RGS4 inhibitor,7%,-37%,10%,5%
ALOX12 inh,0%,7.1µM*,-7%,1%
HP1b chromo inh,-4%,-17%,-6%,18%
Tb PGK inh,i,4%,-3%,-1%
GLS inh,6%,-2%,11%,-15%
Pin1 inhibitor,-4%,-2%,0%,0%
JMJD2A Tudor inh,-17%,?,-26%,-8%
ERG-DNA inh,-3%,11%,4%,-9%

Compounds listed so far that contain an aryl thioether with sulfur outside any ring:
18: CC(=O)Oc1ccc(OC(C)=O)c(SCCCCCCl)c1
36: Cc1ccc(S(=O)(=O)NCCSc2nnnn2-c2cc(C)ccc2C)cc1
37: CCN(C(=O)CSc1nc2nc(C)cc(C)n2n1)c1cccc(C)c1
40: Cn1nnnc1SCC(=O)Nc1ccccn1

entry no.,18,36,37,40
rTrxR1 inhibitor,29%[57.1 µM],5%[57.1 µM],2%,3%
RGS4 inhibitor,-37%,-4%,7%,5%
ALOX12 inh,-1%,0%[57.4 µM],-16%,29%
HP1b chromo inh,116%[activator],42%,7%,6%
Tb PGK inh,-9%,-6%,7%,5%
GLS inh,7%,13%,-2%,6%
Pin1 inhibitor,25%,13%,0%,3%
JMJD2A Tudor inh,92%[activator],-8%,-2%,-6%
ERG-DNA inh,10%,-1%,-1%,3%

A portion of the library; rates above refer to the full screens.
